From PubChem BioAssay
Growth percent in the NCI-60 one-dose screen (48 h, 10 µM unless noted): 100 = growth as untreated, 0 = no growth, -100 = all killed.
OVCAR-4 = OVCAR-4 ovarian cancer cells | 80,000 tested, 3.7% active | AID 1794784
DU-145 = DU-145 prostate cancer; 81,000 tested, 4.2% active
PC-3 = PC-3 prostate cancer cells. 80,000 tested, 3.9% active. AID 1794754
OVCAR-3 = OVCAR-3 ovarian cancer; 79,000 tested, 7% active; AID 1794787
SF-268 = SF-268 CNS cancer cells; AID 1794759; 82,000 tested, 3.1% active
OVCAR-5 = OVCAR-5 ovarian cancer | AID 1794783 | 82,000 tested, 2.9% active
OVCAR-8 = OVCAR-8 ovarian cancer; 81,000 tested, 4.4% active
SK-OV-3 = SK-OV-3 ovarian cancer cells. 80,000 tested, 3.2% active. AID 1794785
U251 = U251 CNS tumor cells; 80,000 tested, 5.4% active
* = called active by the depositor; x = not tested or not shown; & = joins results of further samples. How the source made its calls: active means growth percent below 10; inactive means the rest. Rows were taken by chance; about 9.5% have a hit in one of these screens.

Results follow in this order: OVCAR-5, SK-OV-3, OVCAR-4, U251, DU-145, PC-3, SF-268, OVCAR-3, OVCAR-8
> COc1ccc(C2=NN(C(C)=O)C(c3cccc(NS(C)(=O)=O)c3)C2)cc1 (stereo not given)
  92, 101, 97, 93, 108, 97, 101, 105, 100
> COc1ccc(-c2nn(-c3ccccc3)cc2C2SCC(=O)N2c2ccc(O)cc2)cc1 (stereo not given)
  100, 103, 82, 81, 100, 55, 74, 101, 85
> COC(=O)C(Br)C(C(=O)OC)C(Cl)(Cl)Cl (stereo not given)
  110, 115, 115, 99, 105, 103, 101, 104, 103
> Cc1nc(Nc2cn[nH]c2C(=O)Nc2ccc(CN3CCN(C)CC3)cc2)c2ccsc2n1
  136, 64, 83, 93, 102, 70, 88, 91, 102
> CC1(C)C(N)=Nc2cc(OCCCCN3Cc4ccccc4C3)c(OCC3CC3)cc21
  80, 89, 83, 56, 89, 98, 75, 78, 76
> CC(C)CN(C)/N=N/c1nc[nH]c1C(N)=O
  103, 69, 50, 92, 79, 96, 89, 98, 86
> C[n+]1ccc(C(N)=O)cc1
  100, 105, 97, 104, 107, x, 101, 109, 106
> CCCCn1c(=O)c(C(c2c(O)c3cc(C)ccc3oc2=O)c2cn(Cc3ccccc3)c3ccc(F)cc23)cc2cc(Cl)ccc21 (stereo not given)
  105, 92, 119, 107, 115, 85, 99, 124, 103
> COc1cc(-c2ccc(C)n2-c2ccc(-c3nc4ccc(F)cc4s3)cc2)cc(OC)c1OC
  93, 96, 95, 101, 104, 68, 99, 91, 102
> N#CC1(C#N)C(/C=N/Nc2ccccc2)C(c2ccccc2)C1(C#N)C#N (stereo not given)
  79, 73, 64, 75, 75, 46, 57, 65, 64
> CC(=O)N1Cc2ccccc2C(C)Cc2cc(Cl)ccc21 (stereo not given)
  99, 108, 98, 105, 114, 96, 104, 109, 109
> Nc1nc(C(=O)N/N=C/c2ccc(Cl)cc2)nn1-c1ccc(S(N)(=O)=O)cc1
  107, 112, 101, 99, 104, 99, 95, 108, 100
> Nc1nc2c(c3cnccc13)C(c1ccc(Cl)c(Cl)c1)Cc1cnccc1-2 (stereo not given)
  -1.6*, 2.3*, 15, x, -5.7*, 5.1*, -11*, -45*, 9.9*
> COc1cc(OC)cc(C2C3=C(COC3=O)Nc3cc(OC)ccc32)c1 (stereo not given)
  39, -3.6*, 49, 16, -30*, 29, 18, -50*, 8.6*
> COc1ccc(C2=C/C(=C/c3cc(OC)ccc3OC)C(=O)N2CCc2ccc(S(N)(=O)=O)cc2)cc1
  91, 97, 89, 76, 87, 68, 85, 90, 77
> COc1cccc(-c2nn(-c3ccccc3)cc2-c2ccnc(NCCNS(=O)(=O)c3cccc(F)c3)c2)c1
  65, 47, 31, 27, 58, 19, 48, 40, 20
> Cc1nn(-c2ccccc2)c(Cl)c1C(CC(=O)c1ccc(Cl)cc1)CC(=O)c1ccc(Cl)cc1
  94, 92, 98, 82, 103, 73, 91, 92, x
> CC(=O)OC1CCCCC1c1ccccc1 (stereo not given)
  102, 79, 110, 94, 110, 104, 103, 111, 96
> CC1=NN(c2ccccc2)C(=O)C1CC1C(=O)N(c2ccccc2)N=C1C (stereo not given)
  110, 100, 101, 97, 107, 88, 104, 115, 104
> NNC(=O)NC1CCCCC1
  111, 100, 109, 102, 118, 105, 109, 121, 101
> CC(=O)c1sc(-c2ccc(C)cc2)cc1O
  107, 108, 117, 95, 112, 101, 96, 106, 97
> CCOC(=O)CC(=O)CCc1ccccc1
  107, 101, 113, x, 104, 110, 110, 112, x
> COc1ccc(OC)c(-c2cc(-c3ccc(Cl)cc3)c3c(N)c(C(=O)c4ccccc4)sc3n2)c1
  94, 105, 108, 97, 100, 83, 96, 86, 105
> C[C@]1(CO)O[C@@H](n2cc(F)c(N)nc2=O)C[C@@H]1OCc1ccccc1
  98, 95, 107, 114, 110, 103, 100, 109, 130
> C=CCc1cc(C(C)(C)CC(C)(C)C)cc(CN(C)C)c1O
  121, 112, 117, 97, 105, 99, 94, 100, 98
> Cc1cc(=O)n(-c2ccccc2)n1C
  100, 98&102, 104, 96&103, 104&112, 92&87, 102&103, 109&102, 94&99
> O=Cc1c[nH]c2ncccc12
  96, 86, 96, 102, 110, x, 108, 122, 104
> O=C(Nc1nc(-c2ccccc2Cl)cs1)c1cc(-c2ccc(Cl)cc2)nc2ccc(Cl)cc12
  102, 82, 44, 12, 32, 21, 28, 2.9*, 1.4*
> O=C(Nc1ccc(-n2ccc3c(NC(=O)c4ccccc4)nccc32)cc1)c1ccc(Cl)c(C(F)(F)F)c1
  63, 54, 89, -52*, 24, 42, 29, 23, 23
> Oc1c(Cl)cc(Cl)cc1C=NCC1CCC(CN=Cc2cc(Cl)cc(Cl)c2O)CC1 (stereo not given)
  114, 89, 75, 83, 104, 78, 71, 83, 90

Rewritten in CSV form: entries from further up.
SMILES,OVCAR-5,SK-OV-3,OVCAR-4,U251,DU-145,PC-3,SF-268,OVCAR-3,OVCAR-8
Nc1nc(C(=O)N/N=C/c2ccc(Cl)cc2)nn1-c1ccc(S(N)(=O)=O)cc1,107,112,101,99,104,99,95,108,100
Nc1nc2c(c3cnccc13)C(c1ccc(Cl)c(Cl)c1)Cc1cnccc1-2 (stereo not given),-1.6*,2.3*,15,x,-5.7*,5.1*,-11*,-45*,9.9*
COc1cc(OC)cc(C2C3=C(COC3=O)Nc3cc(OC)ccc32)c1 (stereo not given),39,-3.6*,49,16,-30*,29,18,-50*,8.6*
COc1ccc(C2=C/C(=C/c3cc(OC)ccc3OC)C(=O)N2CCc2ccc(S(N)(=O)=O)cc2)cc1,91,97,89,76,87,68,85,90,77
COc1cccc(-c2nn(-c3ccccc3)cc2-c2ccnc(NCCNS(=O)(=O)c3cccc(F)c3)c2)c1,65,47,31,27,58,19,48,40,20

(list continues)
Results follow in this order: OVCAR-5, SK-OV-3, OVCAR-4, U251, DU-145, PC-3, SF-268, OVCAR-3, OVCAR-8
> CCC(C)OC(=O)c1ccc(OC)cc1 (stereo not given)
  97, 87, 107, 85, 98, 69, 93, 101, 90
> COC(=O)C(=[N+]=[N-])C(=O)c1ccc(Cl)cc1
  110, 93, 116, 91, 99, 74, 116, 93, 95
> CC(C)(C)c1ccc(OC2CCO2)cc1 (stereo not given)
  97, 99, 96, 99, 104, 101, 99, 105, 109
> COc1cccc(C(O)C2=CC(=O)c3ccccc3C2=O)c1OC (stereo not given)
  99, 100, x, 98, 105, 87, 99, 93, 102
> COc1ccc(N2N=C(c3ccc4c(c3)OCO4)CC2c2cccc(NC(=O)CCCNS(=O)(=O)c3ccc(F)cc3)c2)cc1 (stereo not given)
  99, 83, 58, 59, 80, 43, 53, 81, 79
> COc1cc2nc(Cl)nc(Nc3cccc(C4=NN(C=O)C(c5ccc(Cl)cc5)C4)c3)c2cc1OC (stereo not given)
  94, 107, 98, 87, 91, 77, 84, 97, 94
> O=C(/C=C1\C=CN(CCN2CCCCC2)c2ccccc21)n1ccc2ccccc21
  93, 106, 98, 97, 109, 87, 96, 100, 97
> C/C(=C\c1ccc([N+](=O)[O-])cc1)C(=O)O
  104, 104, 99, x, 110, 84, 105, 110, 99
> CSc1nc(N)c(C(=O)Nc2ccc([N+](=O)[O-])cc2)s1
  88, 142, 86, 95, 106, 89, 93, 101, 88
> CCCS(=O)(=O)Oc1ccc(-c2ccc3occc3c2)cc1
  92, 99, 100, 91, 104, 92, 105, 104, 99
> COc1ccc(/C=C\C(C)=N\NC(=O)c2ccncc2)cc1
  104, 96, 106, 102, 111, x, 107, 110, 100
> COc1ccccc1N/N=C/c1cc(OC)c(OC)c(OC)c1
  99, 100, 87, 93, 107, 87, 87, 103, 94
> CC(=O)Nc1ccc2c(c1)Cc1c(F)cccc1-2
  106, 115, 106, 107, 102, 88, 84, 105, 95
> CCOC(=O)c1c(NC(=O)c2ccc(F)cc2F)sc2c1CCC(=O)C2
  104, 104, 102, 54, 95, 94, 92, 113, 97
> O=S1(=O)N(Cc2ccccc2)[C@@H](Cc2ccccc2)[C@H](O)[C@H](O)[C@H](Cc2ccccc2)N1Cc1ccccc1
  41, 6.6*, 15, 4.3*, -23*, 4.9*, 25, -22*, 7.1*
> CCCc1cc(=O)[nH]c(-n2[nH]c(=O)cc2N)n1
  98, 102, 115, 102, 115, 99, 111, 114, 105
> Cc1nnc(Cc2ccccc2)c2n[nH]c(C)c12
  100, 104, 98, 102, 107, 92, 103, 111, 100
> N#Cc1cc([N+](=O)[O-])ccc1NC(=O)/C(=N/N)C(C(=O)c1ccc(Cl)c(Cl)c1)C1OC(=O)c2ccccc21 (stereo not given)
  102, 100, 77, x, 104, 77, 105, 104, 100
> CC(/C=C1\SC(=S)N(CC(=O)NC(Cc2c[nH]c3ccccc23)C(=O)O)C1=O)=C\c1ccccc1 (stereo not given)
  102, 105, 101, 105, 112, 98, 93, 108, 100
> CC(=O)N1N=C(c2ccc(F)cc2)CC1c1sc(N(C)Cc2ccccc2)nc1Cl (stereo not given)
  109, 101, 89, 98, 103, 86, 87, 101, 105
> CC(C)(C)[Si](O[C@@H]1C(=O)N[C@@H]1/C=C/c1ccccc1)(c1ccccc1)c1ccccc1
  96, 89, 76, 82, 94, 44, 82, 87, 86
> OCc1[nH]nc2cc(Nc3ncc4ccc(Br)c(OC5CCC(O)CC5)c4n3)ccc12 (stereo not given)
  -18*, 14, 4.8*, 8.6*, 12, 9.5*, 7.7*, 3.0*, 8.6*
> COc1ccc(OC)c(C2C3=C(CC(C)(C)CC3=O)OC2C(=O)c2ccc(N=[N+]=[N-])cc2)c1 (stereo not given)
  99, 111, 111, 103, 110, 101, 102, 110, 109
> N#CC1=C(/N=C/c2ccccc2)Oc2c(ccc3ccccc23)C1c1ccc(Cl)cc1 (stereo not given)
  108, 87, 106, 98, 109, 88, 87, 94, 101
> COc1ccc(S(=O)(=O)N2CCOCC2)cc1NC(=O)c1[nH]c(C)c2c1CCCCC2=O
  67&102, 103, 59&114, 63&98, 81&107, 46, 72&98, 68&111, 62&100
> CNC(=O)c1cc(Oc2ccc3c(c2)sc2nc(-c4ccc(Cl)c(C(F)(F)F)c4)cn23)ccn1
  100, 78, 65, 72, 74, 45, 74, 74, 53

One compound at a time, from the list above:
CCCS(=O)(=O)Oc1ccc(-c2ccc3occc3c2)cc1 is listed as OVCAR-5: 92; SK-OV-3: 99; OVCAR-4: 100; U251: 91; DU-145: 104; PC-3: 92; SF-268: 105; OVCAR-3: 104; OVCAR-8: 99
CC(C)(C)c1ccc(OC2CCO2)cc1 (stereo not given) is listed as OVCAR-5: 97; SK-OV-3: 99; OVCAR-4: 96; U251: 99; DU-145: 104; PC-3: 101; SF-268: 99; OVCAR-3: 105; OVCAR-8: 109
